# Eya2 phos inh – qHTS Assay for Inhibitors of the Phosphatase Activity of Eya2; Protein phosphatase EYA2 (Homo sapiens), O00167; recombinant Eya2, OMFP fluorescence dephosphorylation (OMFP is methylfluorescein phosphate); Potency, µM (highest dose often 76.9 µM), for the others: top-dose activity, negative = inhibition, usual class: inhibitors; 330,000 tested, 0.006% active; AID 488837, 2010; further: potency means the concentration at half of the fitted maximal effect; on the % scale 0 is the no-effect control and ±100 the full control effect
#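 Eya2 protein (added as 0.2 uM solution) was preincubated with compound for 10 min at ambient temperature in 50 mM HEPES pH 7.5, 50 mM NaCl, 5 uM MgCl2, 0.05% BSA, 1 mM DTT. OMFP (added at 50 uM) then reacted 10 min; fluorescence read at 485/525 nm.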
# KCNH2 3.1 block – qHTS for Inhibitors of KCHN2 3.1: Mutant qHTS; 340,000 tested, 0.95% active; activity change, % (tested at about 1.8 µM); U2OS KCNH2 3.1, thallium flux FluxOr; active compounds read low; AID 720553, 2013; Potassium voltage-gated channel subfamily H member 2, brain isoform KCNH2 3.1 (human);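 active means maximum activity change below -70%; inconclusive means maximum activity change from -70% to -50%; inactive means maximum activity change above -50%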;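 further: thallium influx rate constant from kinetic fluorescence after stimulation buffer; on the % scale 0 is the no-effect control and ±100 the full control effect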
#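 We transduce U2OS cells with the mutant 3.1 virus, culture them overnight, load FluxOr with Red40 quencher for 45 min, then add stimulation buffer and read kinetically for 2 min to derive a normalized rate constant.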
# TSHR antagonist – Antagonists of the Thyroid Stimulating Hormone Receptor: HTS campaign. Thyrotropin receptor (Homo sapiens), P16473. TSHR-expressing cells, TSH-stimulated cAMP HTRF, 2 h; active compounds read low. activity change, negative = inhibition, % at 11.5 µM. 330,000 tested, 0.2% active;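 active means activity change below a set negative limit, meaning inhibition stronger than a set level, cut at about -70% in these data; inconclusive means activity change between two set negative limits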; further: on the % scale 0 is the no-effect control and ±100 the full control effect
#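 TSHR-expressing cells, 200/well, pre-treated with compound, then stimulated with EC80 TSH (4nM final) for 2 hours at 37 deg C. cAMP measured by competitive HTRF: anti-cAMP cryptate antibody in lysis buffer plus cAMP-d2, read after 30 minutes at room temperature.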
# USP2a inh – qHTS Assay for Inhibitors of Ubiquitin-specific Protease USP2a Using CHOP2 as the Reporter | Ubiquitin carboxyl-terminal hydrolase 2 (Homo sapiens), O75604 | USP2 core, Ub-CHOP2 coupled fluorogenic reporter, 485/531 | Potency, µM (top dose mostly 38.3 µM), without a hit: at the top dose activity change, negative = inhibition, most hits filed as inhibitors | 330,000 tested, 0.01% active | AID 463254, 2010;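 further: potency means the concentration at half of the fitted maximal effect; plate controls were DMSO wells for no effect and full inhibition by NEM control for full effect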
#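 Cell-free coupled assay: 10nM USP2 core preincubated 30min RT with compound in Tris-HCl pH 8.0/CaCl2/CHAPS buffer, then 25nM Ub-CHOP2 and 25nM reporter substrate; fluorescence (Ex 485/Em 531) read after 60min RT, normalized to NEM inhibition, concentration-response curves fitted.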
# KCNH2 WT inh – qHTS for Inhibitors of KCHN2 3.1: Wildtype qHTS; U2OS, BacMam KCNH2, thallium flux FluxOr; active compounds read low; Voltage-gated inwardly rectifying potassium channel KCNH2 (Homo sapiens), Q12809; activity change, % at 1.84 µM; 340,000 tested, 0.37% active;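 active means maximum activity change below -70%; inconclusive means maximum activity change between -70% and -50%; inactive means maximum activity change above -50%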; further: on the % scale 0 is the no-effect control and ±100 the full control effect
#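 U2OS cells were transduced with wild-type KCNH2 virus (2.03 x 10^8 / mL) for 4 h at room temperature, then cultured overnight at 37 C. Thallium flux was read with FluxOr dye. Rate constants were normalized to DMSO controls.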
# TRPV1 agonist – HTS Assay for Compounds that Act as Agonists of the Vanilloid Receptor 1 | TRPV1-expressing cells, Fluo-8 calcium influx, agonist mode | 320,000 tested, 0.19% active | AID 540275, 2011 | activation, % at 8.33 µM | Transient receptor potential cation channel subfamily V member 1 (Homo sapiens), Q8NER1; in the data active means activation above about 80%; inconclusive means between about 30% and that limit; further: 0% is about no effect
# Target sequence (Q8NER1 whole entry, looked up): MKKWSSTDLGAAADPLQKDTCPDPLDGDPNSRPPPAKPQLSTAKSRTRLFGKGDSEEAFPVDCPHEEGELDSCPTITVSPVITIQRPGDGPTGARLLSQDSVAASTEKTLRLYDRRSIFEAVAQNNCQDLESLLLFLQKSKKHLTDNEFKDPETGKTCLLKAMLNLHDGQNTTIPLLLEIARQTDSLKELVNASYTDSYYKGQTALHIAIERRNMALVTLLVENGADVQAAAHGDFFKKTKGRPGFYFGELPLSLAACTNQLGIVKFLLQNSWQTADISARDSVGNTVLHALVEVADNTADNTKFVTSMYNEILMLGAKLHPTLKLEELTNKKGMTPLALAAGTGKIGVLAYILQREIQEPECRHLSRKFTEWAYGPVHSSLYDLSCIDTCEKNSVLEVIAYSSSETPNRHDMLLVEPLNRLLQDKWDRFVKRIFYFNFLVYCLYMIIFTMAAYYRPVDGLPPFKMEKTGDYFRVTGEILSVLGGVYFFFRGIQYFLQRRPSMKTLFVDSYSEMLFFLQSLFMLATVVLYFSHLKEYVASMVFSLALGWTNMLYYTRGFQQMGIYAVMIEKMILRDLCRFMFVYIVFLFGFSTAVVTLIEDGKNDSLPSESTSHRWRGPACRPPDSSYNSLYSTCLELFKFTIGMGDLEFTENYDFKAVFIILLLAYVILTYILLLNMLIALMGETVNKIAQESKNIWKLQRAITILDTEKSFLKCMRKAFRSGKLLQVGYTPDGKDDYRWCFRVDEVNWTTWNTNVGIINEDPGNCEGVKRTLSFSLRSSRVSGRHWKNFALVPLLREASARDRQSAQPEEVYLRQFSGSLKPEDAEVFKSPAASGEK
#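 Fluo-8 calcium influx in TRPV1-expressing cells, kinetic read (ex 480/em 520 nm). Compound added and read 3 min for agonist activity, followed by capsaicin at EC20 final and 2 min further read for enhancement.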
# Mito fusion act – qHTS Assay for Small Molecule Inhibitors of Mitochondrial Division or Activators of Mitochondrial Fusion. S. cerevisiae fusion-defective mutant growth rescue, CellTiterGlo 48 h. Potency, µM (titrated, usually from 46.1 µM), inactives show at the top dose growth rescue (activation), actives largely listed as activators. 320,000 tested, 0.23% active. AID 485298, 2010;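 further: potency means the concentration at half of the fitted maximal effect; % of control where 0% means no effect; nearly all actives have a fitted effect of over 45% in size; temperature-sensitive fusion mutants such as fzo1-1 at 37 °C on non-fermentable ethanol glycerol medium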
#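 S. cerevisiae fusion-defective temperature-sensitive mutants (e.g. fzo1-1, mgm1-5) grown 48 h at 37C in YPEG (ethanol/glycerol non-fermentable) medium with 23 nl compound per well; growth rescue read as CellTiterGlo luminescence.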
# A-T KAP1 phos – qHTS Assay for Identifying a Potential Treatment of Ataxia-Telangiectasia. […] A-T fibroblasts, KAP-1 phosphorylation AlphaLISA; neocarzinostatin DNA damage 30 min before lysis. Potency, µM (highest dose often 57.5 µM), without a hit: top-dose activation, actives largely listed as activators. 320,000 tested, 0.19% active. AID 485349, 2010; further: potency means the concentration at half of the fitted maximal effect; % of control where 0% means no effect; nearly all actives have a fitted effect of over 45% in size
#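 ATM-like activity read as KAP-1 phosphorylation via AlphaLISA donor/acceptor antibody pairs after lysis and 6 hr at 25C. Cells were ATM-null patient fibroblasts ([…], hTERT), dosed 60 min, then exposed to the DSB inducer NCS for 30 min.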
# TCR activator – Activators of T cell receptors: qHTS campaign; primary human leukocytes, anti-CD3, IL-2 HTRF, 48 h; Potency, µM (titrated, usually from 9.22 µM), for inactives: at the highest dose activation of IL-2 secretion, usual class: activators; 330,000 tested, under 10 active; further: % of control where 0% means no effect
#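 Primary human leukocytes receive a-CD3 beads and test compound and are incubated 48 hr. Secreted IL-2 is then assayed by HTRF, measuring 665nm acceptor emission after 320nm excitation of the europium donor.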
# ELG1 DNA repair – qHTS screen for small molecules that inhibit ELG1-dependent DNA repair in human embryonic kidney (HEK293T) cells expressing luciferase-tagged ELG1. HEK293T ELG1-luciferase reporter, luminescence, 16 h; DNA damage induced by 5-fluorouridine. Potency, µM (highest dose often 46.1 µM), for inactives: top-dose activity change, negative = inhibition, most hits filed as inhibitors. 330,000 tested, 2.3% active. AID 504467, 2011; further: potency means the concentration at half of the fitted maximal effect; on the % scale 0 is the no-effect control and ±100 the full control effect; nearly all actives have a fitted effect of over 55% in size
#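 DMSO vehicle served as the neutral condition. Each well held 2,000 cells given 5-fluorouridine plus compound; after 16 hr at 37 °C/5% CO2, ONE-Glo was added and luciferase measured 30 min later.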
# * hit, by the source's call; u = inconclusive; x = no result given; [ ] = remark or other dose. Unless noted, the call rests on the fitted dose curve; in most records, active means well fitted curve in the direction sought with a large enough effect; inconclusive means small, poorly fitted or top-dose-only effect, or another doubt; inactive means no such curve, though single readings can be large; an effect the other way counts as inactive or inconclusive. Some of the compounds tested, so the mix of outcomes need not match the whole.
SMILES,Eya2 phos inh,KCNH2 3.1 block,TSHR antagonist,USP2a inh,KCNH2 WT inh,TRPV1 agonist,Mito fusion act,A-T KAP1 phos,TCR activator,ELG1 DNA repair
Cc1noc(NC(=O)c2ccccc2C(F)(F)F)c1C#N,8%,-26,4,0%,-2,-1,-1%,2%,3%,5%
CCCCCCc1c(O)c2ccccc2[nH]c1=O,-20%,1,8,-1%,-7,-2,2%,0%,13%,12%
Cc1ccc(C)c(S(=O)(=O)N2CCN(C(=O)CCCc3c[nH]c4ccccc34)CC2)c1,-8%,3,x,-1%,3,8,u,-9%,-2%,u
CN(C)C(=O)c1ccc2c(c1[N+](=O)[O-])C(=O)c1ccccc1C2=O,6%,0,9,3%,-6,3,-7%,-3%,7%[46.1 µM],u
COc1ccc(C2=C(c3ccc(OC)c(OC)c3)CN3CCCCC3C2)cc1 (stereo not drawn),-23%,-15,-7,4%,46,x,x,7%,5%,9%
O=C(N/N=C/c1c(Nc2cccc(C(F)(F)F)c2)nc2ccccn2c1=O)c1ccccc1[N+](=O)[O-],-2%,-7,13,4%,-10,2,-13%,0%,-3%[46.1 µM],u
N#Cc1ccccc1CSc1nc2ccsc2c(=O)n1Cc1ccccn1,-3%,2,8,4%,-3,-3,6%,2%,3%[46.1 µM],u
CCc1c(C(=O)NN2C(=O)C3CCCCC3C2=O)csc1C (stereo not drawn),1%,-2,11,0%,7,12,3%,1%,-7%[46.1 µM],16%
Cc1ccc(Cl)cc1NC(=S)N(Cc1ccccc1)Cc1cccnc1,-7%,8,0,4%,8,-1,3%,3%,3%,-18%
Cc1ccc(N2CC(C(=O)Nc3ccc(S(=O)(=O)NCC4CCCO4)cc3)CC2=O)cc1 (stereo not drawn),11%,-12,15,4%,-1,-1,0%,-10%,-2%,-3%
COc1ccc(-c2ccc(/C=C3\C(=O)N(c4ccccc4)N=C3c3ccccc3)o2)c([N+](=O)[O-])c1,1%,8,5,-1%,13,-1,0%,0%,-4%,17%
O=C(COc1cccc2c1CCNC2=O)Nc1ccc(Cl)cc1,-13%,4,-10,0%,4,-2,2%,3%,-6%,u
COCCNC(=O)C(c1ccc(OC)cc1)N(CCOC)C(=O)CCC(=O)Nc1nccs1 (stereo not drawn),-11%,-8,13,0%,-8,0,-4%,0%,-4%,-7%
CC(C)NC(=O)CSc1nc(Cc2cccs2)nc2ccccc12,-20%,1,2,0%,5,10,19%,-3%,-1%,-9%
O=C(N/N=C/c1ccc(N2CCCCC2)o1)C(O)(c1ccccc1)c1ccccc1,-2%,x,6,0%,x,-1,6%,16%,3%[46.1 µM],5%
Cc1cc2ncn(CC(O)COc3cccc(C(=O)O)c3)c2cc1C (stereo not drawn),18%,3,6,0%,-16,-3,0%,1%,5%,12%
O=C(Cc1ccccc1)N/N=C/C=C/c1ccccc1[N+](=O)[O-],-19%,-5,-4,-1%,1,x,7%,-9%,-2%,u
Cc1csc2nc(SCC(=O)N3CCN(c4ccccc4)CC3)[nH]c(=O)c12,-7%,20,-8,2%,4,22,3%,14%,5%,0%
COc1ccc(C[C@H]2CN3C(=NC[C@@H]3C(C)C)N2CCNC(=O)CCC2CCCCC2)cc1,0%,15,2,-1%,-18,1,2%,3%,4%,-8%
COc1ccc(NC(=O)CSc2nc(NS(=O)(=O)c3ccc(C)cc3)cc(=O)[nH]2)cc1,2%,-19,-7,-1%,-3,0,4%,-2%,-2%,u
C=CCNC(=O)c1ccccc1SCc1c(C)noc1C,4%,20,-6,2%,11,-3,-1%,4%,3%,22%
O=C(NNC(=O)c1ccncc1)c1ccccc1,u,5,0,5%,-3,-3,2%,-5%,0%,25%
COc1ccc(N(CCC(=O)Nc2ccccc2F)S(=O)(=O)c2ccc(C)cc2C)cc1,-22%,-7,-15,-13%,10,2,16%,x,0%,u
O=C(CN(c1ccc(F)cc1)S(=O)(=O)c1ccc2c(c1)OCCO2)NCc1cccnc1,12%,4,-2,1%,10,1,0%,-1%,0%,-8%
O=C(NC1CC1)c1cccc(S(=O)(=O)N2CCOCC2)c1,0%,-35,1,1%,-18,1,2%,1%,3%,15%
O=[N+]([O-])c1cc(Br)c(O)c(C=Nc2ccc(N3CCOCC3)cc2)c1,10%,13,-86*,0%,-28,-2,19%,-2%,3%,-5%
CCCc1cc(C(=O)N2CCCC(Nc3ccc(C)c(C)c3)C2)n(C)n1 (stereo not drawn),1%,x,4,1%,9,u,3%,7%,7%,u
O=C(CN1C(=O)/C(=C\c2ccc(F)cc2)Oc2ccccc21)N1CCN(c2ccccn2)CC1,-11%,-10,10,3%,28,-2,-3%,3%,-5%[46.1 µM],18%
O=S(=O)(NC1CCCCC1N1CCC(O)CC1)c1ccccc1 (stereo not drawn),-30%,2,3,0%,-1,0,2%,4%,3%,-4%
O=CN1N=C(c2ccccc2)CC1c1ccccc1[N+](=O)[O-] (stereo not drawn),-6%,x,-2,3%,2,19,6%,0%,1%[46.1 µM],1%
Cc1nc2ccccc2n1CC(O)c1ccccc1 (stereo not drawn),-16%,23,6,-3%,-1,0,0%,-2%,4%,-11%
O=C(N/N=C/c1ccc(F)cc1)c1ccccc1,-6%,11,-1,-1%,-3,u,0%,-1%,1%,u
CCCCCN(C(=O)CCC(=O)OCC(=O)c1cccc(OC)c1)c1c(N)n(CCCC)c(=O)[nH]c1=O,-1%,5,13,-1%,3,-3,1%,5%,x,4%
O=C(c1ccc2c(c1)OCO2)N1CCN(c2ccc(C(F)(F)F)cn2)CC1,-8%,-3,-8,-1%,2,-4,10%,-11%,1%[46.1 µM],-19%
O=C(CN1CCCCC1)Nc1ccc(S(=O)(=O)N2CCCCCC2)cc1,6%,-83*,-5,1%,55,0,0%,-3%,-2%,-8%
Cc1ccc(NC2=C(NCCO)C(=O)c3ccccc3C2=O)cc1,-3%,6,-3,-1%,7,5,12%,6%,6%[46.1 µM],-1%
CC(C)c1cc(CNC(=O)CCc2nnc(CCCCc3ccccc3)o2)on1,-12%,-20,8,8%,-9,11,4%,u,0%,9%
CC1(C)CC(=O)C2=C(C1)N(CCN1CCOCC1)C1=C(C(=O)CC(C)(C)C1)C2c1cccc(F)c1,9%,-2,-16,-1%,4,2,12%,27%,-6%,-10%
O=C(NCCSc1ccccn1)c1ccc(Cl)cc1,-6%,-9,-1,2%,0,u,-2%,4%,x,u
CCC(C)NC(=O)CN(c1ccc2c(c1)OCO2)S(=O)(=O)c1c(C)n[nH]c1C (stereo not drawn),-22%,-26,-7,2%,0,x,-1%,24%,-5%,14%
CCOC(=O)c1c(S(=O)(=O)NCC(=O)NCc2ccccc2)c(C)n(C)c1C,4%,-13,1,2%,-5,-1,-3%,1%,-2%,12%
Cc1c(C)c2c(OCC(=O)N3CCC[C@H]3C(=O)O)cc3c(c2oc1=O)CCC(C)(C)O3,2%,-1,25,0%,2,-6,5%,-3%,1%,15%
Cc1ccc(NC(=O)COC(=O)c2ccc(Cl)nc2)cc1S(=O)(=O)N1CCCCC1,0%,7,9,-1%,0,-2,-3%,1%,-2%,-2%
OCCN(CCO)c1ccc(C(c2ccccc2Cl)c2ccc(N(CCO)CCO)cc2Cl)c(Cl)c1,-10%,7,-20,-6%,1,-1,-2%,11%,0%[46.1 µM],16%
Cc1ccc(N2CC(C(=O)OCC(=O)Nc3ccccc3F)CC2=O)cc1 (stereo not drawn),-12%,-3,-7,1%,-2,-1,-6%,-2%,-2%,0%
Cc1ccc(C(=O)NCC(=O)N(C)CC(=O)Nc2c(Cl)cccc2Cl)s1,0%,4,8,1%,-3,0,5%,6%,7%,-2%

# Two consecutive records from above, quoted:
SMILES,Eya2 phos inh,KCNH2 3.1 block,TSHR antagonist,USP2a inh,KCNH2 WT inh,TRPV1 agonist,Mito fusion act,A-T KAP1 phos,TCR activator,ELG1 DNA repair
CC(C)c1cc(CNC(=O)CCc2nnc(CCCCc3ccccc3)o2)on1,-12%,-20,8,8%,-9,11,4%,u,0%,9%
CC1(C)CC(=O)C2=C(C1)N(CCN1CCOCC1)C1=C(C(=O)CC(C)(C)C1)C2c1cccc(F)c1,9%,-2,-16,-1%,4,2,12%,27%,-6%,-10%

# Bioassay records as filed in PubChem.
